Screening results as filed in PubChem BioAssay.
GLD-1 RNA inh: GLD-1-TGE RNA interaction inhibition (C. elegans). Q17339. purified GLD-1 + fluorescein TGE RNA, fluorescence polarization. inhibition, % at 5.96 µM. 320,000 tested, 0.44% active;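 active = percent inhibition above a per-plate cutoff, the plate mean of test compounds plus 3 SD, cut at about 30% in these data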;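 also: 0% = DMSO wells with GLD-1 and probe and 100% = wells lacking GLD-1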
Target sequence (Q17339 whole entry, looked up): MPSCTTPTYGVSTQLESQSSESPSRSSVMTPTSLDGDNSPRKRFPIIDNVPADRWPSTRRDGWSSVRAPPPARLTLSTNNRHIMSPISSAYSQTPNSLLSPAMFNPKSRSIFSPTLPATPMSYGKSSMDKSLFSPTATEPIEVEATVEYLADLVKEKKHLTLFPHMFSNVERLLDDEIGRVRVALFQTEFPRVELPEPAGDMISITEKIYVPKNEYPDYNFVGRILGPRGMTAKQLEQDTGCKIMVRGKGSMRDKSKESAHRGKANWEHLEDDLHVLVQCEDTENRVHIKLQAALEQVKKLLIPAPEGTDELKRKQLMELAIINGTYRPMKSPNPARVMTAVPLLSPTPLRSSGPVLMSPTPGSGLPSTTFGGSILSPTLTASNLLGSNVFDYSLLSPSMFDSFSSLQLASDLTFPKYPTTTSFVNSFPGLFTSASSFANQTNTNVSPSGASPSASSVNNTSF
BCLXL inh: blocks human Bcl-xL binding to Bim BH3 peptide; Q07817; 320,000 tested, 0.7% active; inhibition, % at 10.9 µM; GST-Bcl-xL / FITC-Bim BH3 peptide fluorescence polarization;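 active = inhibition above the mean of all tested compounds plus 3 SD, cutoff set per campaign, cut at about 30% in these data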;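 also: 0% = DMSO wells and 100% = unlabeled Bim-BH3 peptide competitor; inhibitors lower millipolarization by displacing the labeled peptide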
GRK2 aptamer HTS: inhibitors of human GRK2 displacing RNA aptamer; P25098; bead flow cytometry, FAM-aptamer displacement from GRK2; inhibition of aptamer binding, % at 10 µM; 330,000 tested, 0.59% active;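 active = inhibition of aptamer binding above 40%, roughly 3 SD of noise, on plates passing a quality check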;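 also: median bead fluorescence of bound FAM aptamer so fluorescent compounds give negative values; no value below 0 was filed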
VLA-4 inh: inhibition in a human VLA-4 binding assay. P13612. VLA-4 expressing cells, ligand binding flow cytometry. inhibition, % (about 7 µM as worked out from the volumes in the protocol). 330,000 tested, 0.2% active; in the data active = inhibition above about 50%
PME-1 inh: blocks human protein phosphatase methylesterase 1 | inhibition, % at 5.9 µM | 320,000 tested, 0.53% active | recombinant PME-1, FP-Rh probe fluorescence polarization | Q9Y570 | AID 2130;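 active = inhibition above the campaign mean of all compounds plus 3 SD, cut at about 26% in these data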;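 also: competitive labeling of PME-1 active site by serine hydrolase directed probe; 0% = PME-1 with DMSO and 100% = wells lacking PME-1 enzyme; inhibitors block probe labeling so polarization falls and inhibition rises; many of its hits are not listed in these tables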
Fam108B counter: Fam108B inhibition, counter-screen for RBBP9 inhibitors; recombinant Fam108B, FP-Rh probe fluorescence polarization; inhibition, % at 9.51 µM; 300,000 tested, 0.33% active; AID 1947;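 active = inhibition above the screen mean inhibition plus 3 SD, computed separately per campaign, cut at about 18% in these data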;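 also: inhibitors lower polarization as less probe binds the enzyme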
MCL1-BIM inh: disrupts human MCL1 binding to BIM-BH3 peptide | AID 2057 | GST-MCL1 / FITC-Bim-BH3 fluorescence polarization | Q07820 | 320,000 tested, 0.68% active | inhibition, % at 10.9 µM;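 active = inhibition above the mean inhibition of all tested compounds plus 3 SD, set per campaign, cut at about 40% in these data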;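 also: 0% = DMSO wells and 100% = unlabeled Bim-BH3 peptide control; higher means more loss of mP so more displacement of Bim peptide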
Efflux pump mplx: blocks antifungal efflux pumps in multiplex yeast assay. S. cerevisiae Candida pump triplex, Nile Red efflux. 330,000 tested, 0.44% active. inhibition, % at 10 µM;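 active = plate passing quality check with inhibition over a set limit, or well fluorescence over plate mean plus 4 SD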;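 also: Nile Red retained in pooled yeast measured as flow cytometry median fluorescence; 0% = buffer negative control and 100% = Enniatin B positive control; higher means more Nile Red kept so more efflux inhibition; some compounds called inactive have numbers as strong as hits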
MEX-5 binding: C. elegans MEX-5 TCR-2 RNA binding activity; Q9XUB2; MEX-5/FITC-TCR2 RNA binding, fluorescence polarization; active compounds read low; activity score (negative = inhibition of binding), % at 10 µM; 300,000 tested, 0.38% active; AID 1832;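 active = inhibition past about -25% in most replicates, and total fluorescence under double the plate's negative control median, limit read from the data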;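 also: 0% = DMSO and -100% = 5 µM competing unlabeled TCR2 RNA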
Target sequence (Q9XUB2 whole entry, looked up): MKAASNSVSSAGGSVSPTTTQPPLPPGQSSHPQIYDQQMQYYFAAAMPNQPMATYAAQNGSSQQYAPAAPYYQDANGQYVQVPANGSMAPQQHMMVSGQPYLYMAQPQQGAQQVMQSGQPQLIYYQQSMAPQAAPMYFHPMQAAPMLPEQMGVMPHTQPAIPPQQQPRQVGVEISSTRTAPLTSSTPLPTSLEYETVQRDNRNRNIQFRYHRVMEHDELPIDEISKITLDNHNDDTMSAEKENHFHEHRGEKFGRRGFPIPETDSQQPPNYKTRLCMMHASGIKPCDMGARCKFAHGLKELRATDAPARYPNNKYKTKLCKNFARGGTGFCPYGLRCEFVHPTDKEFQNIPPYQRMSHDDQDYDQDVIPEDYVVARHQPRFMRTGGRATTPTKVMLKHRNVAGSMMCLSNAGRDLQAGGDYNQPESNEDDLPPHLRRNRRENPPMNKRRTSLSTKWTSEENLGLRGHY
The depositor's hits bear a star.

Results for Cc1ccccc1N1CCN(C(=O)c2ccccc2NC(=O)/C=C\C(=O)O)CC1 ?
GLD-1 RNA inh: -3; BCLXL inh: 12; GRK2 aptamer HTS: 0; VLA-4 inh: 4; PME-1 inh: -1; Fam108B counter: 3; MCL1-BIM inh: 9; Efflux pump mplx: 0.2; MEX-5 binding: -3.3

What do the screens show for `NC(=O)c1ccccc1NC(=O)C(c1ccccc1)c1ccccc1`?
GLD-1 RNA inh: 1; BCLXL inh: -2; GRK2 aptamer HTS: 2; VLA-4 inh: 1; PME-1 inh: -4; Fam108B counter: 3; MCL1-BIM inh: -8; Efflux pump mplx: 0.2; MEX-5 binding: -1.2

How did CC(C)Sc1nc(N2CCCC2)c2c(c1C#N)CC(C)(C)OC2 do in these assays?
GLD-1 RNA inh: -10; BCLXL inh: 5; GRK2 aptamer HTS: 0; VLA-4 inh: -7; PME-1 inh: 4; Fam108B counter: 6; MCL1-BIM inh: 6; Efflux pump mplx: -0.1; MEX-5 binding: 0.9

How did Nc1ccccc1SC/C=C/CSc1ccccc1N do in these assays?
GLD-1 RNA inh: 7; BCLXL inh: 2; GRK2 aptamer HTS: 0; VLA-4 inh: 15; PME-1 inh: 0; Fam108B counter: 3; MCL1-BIM inh: -4; Efflux pump mplx: 0.0; MEX-5 binding: -1.1

What do the screens show for `O=C(O)CCN=Cc1c(O)c2ccccc2oc1=O`?
GLD-1 RNA inh: -4; BCLXL inh: 5; GRK2 aptamer HTS: 1; VLA-4 inh: -3; PME-1 inh: -2; Fam108B counter: -2; MCL1-BIM inh: 0; Efflux pump mplx: -0.1; MEX-5 binding: 1.0

How did CCN(N=Nc1cccc([N+](=O)[O-])c1)c1cccc([N+](=O)[O-])c1 do in these assays?
GLD-1 RNA inh: 3; BCLXL inh: -1; GRK2 aptamer HTS: 2; VLA-4 inh: 12; PME-1 inh: 2; Fam108B counter: 1; MCL1-BIM inh: -1; Efflux pump mplx: -0.1; MEX-5 binding: -2.7

How did Cc1cc(C)cc(NC(=O)NNC(=O)c2cc3occc3[nH]2)c1 do in these assays?
GLD-1 RNA inh: 4; BCLXL inh: 2; GRK2 aptamer HTS: 0; VLA-4 inh: -5; PME-1 inh: -5; Fam108B counter: -6; MCL1-BIM inh: 4; Efflux pump mplx: -0.1; MEX-5 binding: -2.1

What do the screens show for `S=C(NN=C1CCN(Cc2ccccc2)CC1)NC1CCCCC1`?
GLD-1 RNA inh: 4; BCLXL inh: 6; GRK2 aptamer HTS: 0; VLA-4 inh: 7; PME-1 inh: 2; Fam108B counter: 0; MCL1-BIM inh: 6; Efflux pump mplx: -0.1; MEX-5 binding: 0.3

How did COc1ccc(NC(=O)CSc2[nH]c(=O)cc(C)c2C#N)cc1OC do in these assays?
GLD-1 RNA inh: 12; BCLXL inh: 6; GRK2 aptamer HTS: 0; VLA-4 inh: 14; PME-1 inh: 5; Fam108B counter: 0; MCL1-BIM inh: 9; Efflux pump mplx: -0.1; MEX-5 binding: -0.4

What do the screens show for `Cc1ccc(C2=CC(C)(c3ccc(C)cc3)Nc3nc(C(F)(F)F)nn32)cc1` (stereo not given)?
GLD-1 RNA inh: -3; BCLXL inh: 3; GRK2 aptamer HTS: 5; VLA-4 inh: 0; PME-1 inh: 4; Fam108B counter: -3; MCL1-BIM inh: 7; Efflux pump mplx: 0.2; MEX-5 binding: 0.8

Results for O=C(NCc1ccccc1)c1onc(CSc2ccc(Cl)cc2)c1C(=O)NCC1CC1 ?
GLD-1 RNA inh: 5; BCLXL inh: -6; GRK2 aptamer HTS: 2; VLA-4 inh: 20; PME-1 inh: -9; Fam108B counter: -5; MCL1-BIM inh: -3; Efflux pump mplx: -0.1; MEX-5 binding: 1.2

How did O=C(NCCc1ccccc1)C(=O)NCC1OCCCN1S(=O)(=O)c1cc(F)ccc1F (stereo not given) do in these assays?
GLD-1 RNA inh: 0; BCLXL inh: 3; GRK2 aptamer HTS: 0; VLA-4 inh: 1; PME-1 inh: -3; Fam108B counter: 0; MCL1-BIM inh: 7; Efflux pump mplx: 0.0; MEX-5 binding: 0.4

Results for CCOC(=O)C1=C(CSc2nc(-c3ccncc3)ccc2C#N)OC(N)=C(C#N)C1c1ccc(OC)cc1 (stereo not given) ?
GLD-1 RNA inh: -9; BCLXL inh: 2; GRK2 aptamer HTS: 2; VLA-4 inh: -58; PME-1 inh: -11; Fam108B counter: -15; MCL1-BIM inh: -6; Efflux pump mplx: 0.3; MEX-5 binding: 3.9

Results for Cc1cccc(Oc2ncnc(N)c2[N+](=O)[O-])c1C ?
GLD-1 RNA inh: -2; BCLXL inh: 8; GRK2 aptamer HTS: 4; VLA-4 inh: 19; PME-1 inh: -1; Fam108B counter: 0; MCL1-BIM inh: -2; Efflux pump mplx: -0.1; MEX-5 binding: -5.0

What do the screens show for `Cc1ccc(C)c(NC(=O)CCC(=O)N/N=C/c2ccc[nH]2)c1`?
GLD-1 RNA inh: 6; BCLXL inh: -2; GRK2 aptamer HTS: 0; VLA-4 inh: -6; PME-1 inh: 3; Fam108B counter: 1; MCL1-BIM inh: -6; Efflux pump mplx: -0.1; MEX-5 binding: 0.1

How did COc1ccc(O)c(C(=O)c2cnn(-c3ccccn3)c2)c1 do in these assays?
GLD-1 RNA inh: -6; BCLXL inh: 0; GRK2 aptamer HTS: 0; VLA-4 inh: 4; PME-1 inh: -2; Fam108B counter: -1; MCL1-BIM inh: -8; Efflux pump mplx: 0.3; MEX-5 binding: 1.7

What do the screens show for `CCOC(=O)C1=C(C)N(C)C(=O)NC1c1c(OC)ccc2ccccc12` (stereo not given)?
GLD-1 RNA inh: 7; BCLXL inh: -5; GRK2 aptamer HTS: 0; VLA-4 inh: 5; PME-1 inh: -5; Fam108B counter: -9; MCL1-BIM inh: -5; Efflux pump mplx: -0.2; MEX-5 binding: -3.7

Results for CN(C)CC1CCCCC1OC(=O)c1ccc(Cl)cc1Cl (stereo not given) ?
GLD-1 RNA inh: 3; BCLXL inh: 1; GRK2 aptamer HTS: 0; VLA-4 inh: 11; PME-1 inh: 2; Fam108B counter: 1; MCL1-BIM inh: 4; Efflux pump mplx: -0.1; MEX-5 binding: -0.3

Results for C[C@H](NC(=O)Nc1ccccc1F)C(=O)O ?
GLD-1 RNA inh: 8; BCLXL inh: 2; GRK2 aptamer HTS: 0; VLA-4 inh: -5; PME-1 inh: -5; Fam108B counter: -5; MCL1-BIM inh: 4; Efflux pump mplx: 0.3; MEX-5 binding: -1.5

What do the screens show for `CC(C)CSc1nc2ccccc2n1CC(=O)O`?
GLD-1 RNA inh: 11; BCLXL inh: 0; GRK2 aptamer HTS: 0; VLA-4 inh: 4; PME-1 inh: -3; Fam108B counter: -1; MCL1-BIM inh: -6; Efflux pump mplx: 0.2; MEX-5 binding: -0.1

How did COc1ccc(C(C)=O)cc1COC(=O)c1cc2ccccc2cc1O do in these assays?
GLD-1 RNA inh: 3; BCLXL inh: 1; GRK2 aptamer HTS: 0; VLA-4 inh: -3; PME-1 inh: -19; Fam108B counter: -7; MCL1-BIM inh: 0; Efflux pump mplx: -0.1; MEX-5 binding: 1.4

How did CCc1n[nH]c2c1/C(=N\O)CC(C)(C)C2 do in these assays?
GLD-1 RNA inh: 5; BCLXL inh: 0; GRK2 aptamer HTS: 1; VLA-4 inh: -5; PME-1 inh: -3; Fam108B counter: 0; MCL1-BIM inh: -5; Efflux pump mplx: 0.2; MEX-5 binding: -0.1

What do the screens show for `CCOC(=O)/C(C#N)=C1/C=CN(c2ccccc2)C=N1`?
GLD-1 RNA inh: 1; BCLXL inh: 0; GRK2 aptamer HTS: 0; VLA-4 inh: 5; PME-1 inh: -4; Fam108B counter: 12; MCL1-BIM inh: -1; Efflux pump mplx: -0.1; MEX-5 binding: -2.9

What do the screens show for `CCCCCn1c(=O)c(C(=O)OCC)c(Cl)c2ccccc21`?
GLD-1 RNA inh: 5; BCLXL inh: 1; GRK2 aptamer HTS: 2; VLA-4 inh: 13; PME-1 inh: 2; Fam108B counter: 2; MCL1-BIM inh: 2; Efflux pump mplx: 0.2

How did O=C(CSc1ncccn1)N1CCCCCC1 do in these assays?
GLD-1 RNA inh: 7; GRK2 aptamer HTS: 0; VLA-4 inh: 32; Efflux pump mplx: 0.0

What do the screens show for `CCCc1c(CC)c(=N)c2ccccc2n1C`?
GLD-1 RNA inh: 2; BCLXL inh: -4; GRK2 aptamer HTS: 6; VLA-4 inh: -7; PME-1 inh: 0; Fam108B counter: -1; MCL1-BIM inh: -12; Efflux pump mplx: -0.1; MEX-5 binding: -0.6

What do the screens show for `O=C1c2ccccc2S(=O)(=O)N1CC1CC(c2ccc(Cl)cc2)=NO1` (stereo not given)?
GLD-1 RNA inh: 2; BCLXL inh: 5; GRK2 aptamer HTS: 0; VLA-4 inh: 7; PME-1 inh: 6; Fam108B counter: 4; MCL1-BIM inh: -1; Efflux pump mplx: 0.5; MEX-5 binding: 1.5

Results for CCCCCn1c(SC(C)C(C)=O)nc2c1c(=O)[nH]c(=O)n2C (stereo not given) ?
GLD-1 RNA inh: 5; BCLXL inh: 1; GRK2 aptamer HTS: 2; VLA-4 inh: -3; PME-1 inh: 3; Fam108B counter: -2; MCL1-BIM inh: 3; Efflux pump mplx: -0.1; MEX-5 binding: 0.4

How did Cc1cccc(N2CC(C(=O)Nc3ccc(S(=O)(=O)N4CCOCC4)cc3)CC2=O)c1C (stereo not given) do in these assays?
GLD-1 RNA inh: 11; BCLXL inh: 1; GRK2 aptamer HTS: 2; VLA-4 inh: -4; PME-1 inh: -6; Fam108B counter: 5; MCL1-BIM inh: -1; Efflux pump mplx: 0.0; MEX-5 binding: 1.1

Results for CC(=O)c1ccc(NC(=S)Nc2ccc(Br)c(Cl)c2)cc1 ?
GLD-1 RNA inh: -2; BCLXL inh: 5; GRK2 aptamer HTS: 0; VLA-4 inh: 9; PME-1 inh: -10; Fam108B counter: -30; MCL1-BIM inh: 3; Efflux pump mplx: 0.2; MEX-5 binding: -3.7

What do the screens show for `CCn1cc(C(=O)OCC(=O)N(C)C2CCS(=O)(=O)C2)c(=O)c2ccc(C)nc21` (stereo not given)?
GLD-1 RNA inh: 10; BCLXL inh: 4; GRK2 aptamer HTS: 0; VLA-4 inh: 2; PME-1 inh: -6; Fam108B counter: 3; MCL1-BIM inh: 8; Efflux pump mplx: 0.0; MEX-5 binding: -0.5

Results for Cc1ccc(C)c(S(=O)(=O)NCCCN2CCOCC2)c1 ?
GLD-1 RNA inh: 4; BCLXL inh: -2; GRK2 aptamer HTS: 2; VLA-4 inh: 5; PME-1 inh: -3; Fam108B counter: -5; MCL1-BIM inh: -3; Efflux pump mplx: 0.0; MEX-5 binding: -1.2

What do the screens show for `Cc1ccc(NC(=O)C2=NNC(=O)CC2)cc1F`?
GLD-1 RNA inh: 3; BCLXL inh: 1; GRK2 aptamer HTS: 2; VLA-4 inh: 18; PME-1 inh: -5; Fam108B counter: -5; MCL1-BIM inh: 0; Efflux pump mplx: 0.0; MEX-5 binding: 2.2

What do the screens show for `O=C(N=C1SC2CS(=O)(=O)CC2N1c1ccc(Cl)cc1Cl)C1CC1` (stereo not given)?
GLD-1 RNA inh: -2; BCLXL inh: 7; GRK2 aptamer HTS: 0; VLA-4 inh: 11; PME-1 inh: -1; Fam108B counter: 4; MCL1-BIM inh: 1; Efflux pump mplx: 0.0; MEX-5 binding: 2.4

Not all compounds are listed, so the mix of outcomes need not match the whole.
